# Compound activity as filed in PubChem BioAssay.
# TR-FRET SRC-2 ct: TR-FRET artefact, counter-screen to PPARgamma/SRC-2 agonist assay | active compounds read high | TR-FRET ratio at 8 µM | 200,000 tested, 0.4% active | AID 1049; in the data active = TR-FRET ratio above about 2000; note: inactives centre near 1500
# ROMK mod: modulates human ROMK potassium channel activity | P48048 | Tet-inducible ROMK, thallium flux fluorescence; actives lie on both sides | B-score at 10 µM | 130,000 tested, 2% active | AID 1918;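 active = signal ratio slope over the read window, or its plate-corrected B-score, at least 3 SD from the plate mean, either direction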;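 note: B-score of the F/F0 ratio slope over 7 to 12 s after thallium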
# Target sequence (P48048 whole entry, looked up): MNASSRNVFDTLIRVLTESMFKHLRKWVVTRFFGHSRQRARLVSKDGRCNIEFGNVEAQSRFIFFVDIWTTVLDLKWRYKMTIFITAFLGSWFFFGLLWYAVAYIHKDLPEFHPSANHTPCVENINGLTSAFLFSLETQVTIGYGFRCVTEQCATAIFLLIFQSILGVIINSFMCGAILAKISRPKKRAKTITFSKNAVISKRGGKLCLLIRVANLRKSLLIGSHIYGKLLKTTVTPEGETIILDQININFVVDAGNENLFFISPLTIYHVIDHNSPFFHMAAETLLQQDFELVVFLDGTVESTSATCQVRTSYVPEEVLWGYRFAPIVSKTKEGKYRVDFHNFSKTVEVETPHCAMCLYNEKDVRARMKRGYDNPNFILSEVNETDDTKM
# PMI act satM6P: increases human PMI activity with near-saturating mannose 6-phosphate; P34949; coupled PMI enzyme assay, resazurin fluorescence, 20 min; active compounds read high; 1 = untreated enzyme, 0 = substrate-free blank; activation factor at 20 µM; 190,000 tested, 0.34% active;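 active = activation factor of 2 or more at 20 µM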
#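 Material: human phosphomannose isomerase with PGI, G6PDH, diaphorase coupling enzymes; amount: PMI at 15 ng/mL final; also added: Mannose-6-phosphate 1.0 mM (near-saturating) plus 0.22 mM NADP+; incubation: enzyme reaction with compound 20 min at room temperature; signal: resorufin fluorescence (Ex 544/Em 590 nm) from resazurin via diaphorase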
# G6PDH CS: L. mesenteroides G6PDH inhibition counter-screen; AID 1020; Purified L. mesenteroides G6PDH, diaphorase/resazurin coupled fluorescence, 45 min; 200,000 tested, 0.12% active; inhibition, % at 5 µM; in the data active = inhibition above about 50%
# PPARg SRC3 recr: promotes SRC-3 coactivator recruitment by human PPARgamma | biochemical PPARgamma/SRC-3 coactivator recruitment assay | activation, % at 8 µM | 200,000 tested, 0.26% active | AID 731; in the data active = activation above about 23%;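 note: 0% = DMSO and 100% = reference agonist; some compounds past the cut are filed as inactive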
# Target sequence (P37231 whole entry, looked up): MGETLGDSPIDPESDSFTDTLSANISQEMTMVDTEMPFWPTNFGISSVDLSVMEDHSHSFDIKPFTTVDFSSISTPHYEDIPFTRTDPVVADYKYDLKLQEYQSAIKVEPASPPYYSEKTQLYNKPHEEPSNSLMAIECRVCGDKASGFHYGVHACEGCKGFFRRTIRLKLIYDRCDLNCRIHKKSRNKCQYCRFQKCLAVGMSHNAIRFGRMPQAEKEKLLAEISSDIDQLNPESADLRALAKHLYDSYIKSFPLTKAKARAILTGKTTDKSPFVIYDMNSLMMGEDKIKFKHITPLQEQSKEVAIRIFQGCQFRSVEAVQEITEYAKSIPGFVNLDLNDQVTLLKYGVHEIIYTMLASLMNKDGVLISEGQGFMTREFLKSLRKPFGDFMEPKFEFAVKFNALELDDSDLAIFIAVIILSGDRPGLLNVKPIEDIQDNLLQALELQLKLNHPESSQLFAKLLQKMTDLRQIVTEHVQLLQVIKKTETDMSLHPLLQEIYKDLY
# PMI activator: phosphomannose isomerase (human) activation. P34949. purified human PMI, coupled resazurin fluorescence, 20 min; active compounds read high; 1 = vehicle control, 0 substrate-free wells. activation factor at 20 µM. 190,000 tested, 0.005% active. AID 1214;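 active = activation factor of 2 or more at 20 µM, relative to plate controls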
# Diaph act CS: diaphorase activation or chemical reduction counter-screen; Diaphorase/resazurin coupled assay, resorufin fluorescence, 16 min; active compounds read high; 1 = vehicle wells, 0 = NADH-free wells; activation factor at 20 µM; 190,000 tested, 0.005% active; AID 1229;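 active = diaphorase activity raised at least twofold by the compound at 20 µM; inactive = activation factor below 2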
#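 Material: Purified diaphorase enzyme from Clostridium kluyveri | Buffer or medium: 50 mM HEPES pH 7.4 with 4.542 mM MgCl2, 0.005% Tween 20 | Times: 16 min enzyme reaction, ambient temperature | Signal: Red resorufin fluorescence at 544/590 nm excitation/emission | Measure: Increased resorufin signal from activators or reducing compounds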
# Diaph inh CS: counter-screen for diaphorase-based assays: diaphorase inhibitors and chemical oxidizers; 190,000 tested, 0.69% active; inhibition, % at 20 µM; diaphorase resazurin-to-resorufin fluorescence, NADH, 16 min; bacterial (C. kluyveri) enzyme, not human;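 active = primary screen inhibition at 20 µM above a set limit, cut at about 50% in these data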;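 note: plate controls were DMSO with full reaction for no effect and wells lacking NADH for full effect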
#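 System: Bacterial diaphorase enzyme (C. kluyveri) | Incubation: 16-min room-temperature incubation before reading | Benchmarks: No-NADH positive control and DMSO neutral control | Measured by: Resorufin fluorescence 544/590 nm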
# PPARg SRC-1 ag: promotes SRC-1 coactivator recruitment by human PPARgamma; PPARgamma-SRC-1 coactivator recruitment biochemical assay; activation, % at 8 µM; 200,000 tested, 0.41% active; in the data active = activation above about 19%;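 note: 0% = DMSO and 100% = reference agonist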
# PPARg SRC-2 ag: promotes SRC-2 coactivator recruitment by human PPARgamma. P37231. 200,000 tested, 0.34% active. PPARgamma LBD-SRC-2 recruitment, biochemical. AID 1032. activation, % at 8 µM; in the data active = activation above about 22%;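 note: 0% = vehicle and 100% = reference agonist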
# S1P3 antag: antagonists of human S1P3 receptor; Q99500; CHO S1P3 NFAT-BLA reporter, FRET fluorescence, antagonist mode; inhibition, % at 4.98 µM; 170,000 tested, 0.27% active; AID 485;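 active = inhibition above the plate cutoff, the mean inhibition of test wells on that plate plus 3 SD, cut at about 28% in these data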;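 note: cells challenged with S1P at its EC80 of 0.8 µM; blue over green emission ratio from cleaved BLA substrate after 4 h stimulation; 0% = S1P-stimulated wells and 100% = unstimulated DMSO-only wells; some compounds past the cut are filed as inactive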
# The depositor's hits bear a star; / = no result given.
no. | mol | G6PDH CS | PMI activator | PPARg SRC-2 ag | PMI act satM6P | Diaph inh CS | PPARg SRC3 recr | PPARg SRC-1 ag | ROMK mod | TR-FRET SRC-2 ct | S1P3 antag | Diaph act CS
1 | CCOC(=O)c1c(C)[nH]c(C)c1C(=O)COC(=O)c1nc2nccc(C)n2n1 | -3 | 1.1 | -1 | 1.1 | -3 | -3 | -2 | 0.07 | 1643 | 1 | 1
2 | Cc1cc(C)n2nc(SCCCC(=O)c3ccc(F)cc3)nc2n1 | 7 | 1.1 | 7 | 1 | 14 | 4 | 3 | -0.53 | 1614 | 0 | 0.9
3 | O=C(CCn1cccc1)Nc1nccs1 | -5 | 1 | -6 | 1.1 | 14 | 5 | 0 | 0.29 | 1474 | -14 | 0.9
4 | CNC(=O)c1c[nH]n2c(=O)c(Cc3ccccc3F)c(C)nc12 | 1 | 1 | -1 | 1 | 19 | 13 | 0 | / | 1530 | -39 | 0.8
5 | COc1ccc(C(=O)CSc2nnc(C3CCCCC3)n2N)c(OC)c1 | 8 | 1 | -2 | 1 | 5 | -1 | 2 | / | 1620 | 9 | 1
6 | Cc1ccc(-c2nc(SCC(=O)NCC3CCCO3)c(-c3ccc(Cl)cc3)[nH]2)cc1 (centres undefined) | 13 | 0.9 | 4 | 0.9 | 8 | 4 | 1 | 0.41 | 1715 | -5 | 0.9
7 | O=C(CN1CCN(S(=O)(=O)c2ccc(F)cc2)CC1)Nc1ccc(Cl)c(C(F)(F)F)c1 | 7 | 0.8 | -6 | 0.9 | 23 | -3 | -5 | / | 1340 | -17 | 0.8
8 | COc1ccccc1S(=O)(=O)Nc1ccc2cn[nH]c2c1 | 5 | 1 | 2 | 0.9 | 9 | -3 | 4 | -0.61 | 1539 | 6 | 0.9
9 | Cn1c(=O)c2c(nc(SCC(=O)NCc3ccc4c(c3)OCO4)n2Cc2ccccc2)n(C)c1=O | -22 | 0.9 | 1 | 1 | 14 | -3 | -2 | / | 1480 | -36 | 0.9
10 | O=C(N/N=C/c1c(Nc2cccc(C(F)(F)F)c2)nc2ccccn2c1=O)c1ccccc1[N+](=O)[O-] | -56 | 0.9 | -6 | 1 | 20 | -4 | -2 | / | 1575 | -1 | 0.8
11 | CCN(CC)C(=O)COc1cc(C)cc2oc(=O)cc(-c3ccccc3)c12 | 12 | 1 | -2 | 1 | 6 | 5 | 2 | / | 1718 | / | 0.9
12 | O=C(CN(Cc1ccccc1)S(=O)(=O)c1ccc(S(=O)(=O)N2CCOCC2)cc1)Nc1ccccc1 | 10 | 1.1 | -6 | 1.1 | 0 | -2 | 2 | / | 1629 | -10 | 1
13 | Cc1cc(C)cc(NC(=O)CSc2nc(N)c(NC(=O)c3cccs3)c(=O)[nH]2)c1 | 13 | 0.9 | -6 | 0.9 | 18 | 1 | 0 | 0.084 | 1581 | 1 | 0.8
14 | O=C(NCCc1ccccc1)NC1CCCCC1 | 2 | 0.8 | 0 | 0.9 | 17 | -3 | 0 | / | 1472 | -31 | 0.8
15 | Nc1nonc1-c1nc2ccccc2n1CC(=O)N/N=C/c1ccc(-c2ccccc2C(=O)O)o1 | 2 | 1.5 | 6 | 1.3 | 18 | 2 | 2 | 0.12 | 1729 | 0 | 0.8
16 | O=C(c1ccccc1Cl)N1CCNCC1 | -6 | 1 | 5 | 1 | 2 | 10 | 4 | 1.4 | 1504 | / | 1
17 | Cc1ccc(-n2c(SCC(=O)NCC3CCCO3)nnc2-c2ccoc2C)cc1 (centres undefined) | -2 | 1 | 6 | 1 | 18 | -7 | 0 | / | 1506 | 3 | 0.8
18 | Cc1ccc(F)cc1NC(=O)CSc1ncccn1 | 5 | 1.1 | -2 | 1 | 5 | 1 | -3 | 0.012 | 1591 | -11 | 1
19 | CCOc1ccc(Nc2oc(-c3cccc(Cl)c3)nc2C#N)cc1 | 5 | 1 | 6 | 1 | 7 | 2 | -8 | 0.46 | 1294 | / | 0.9
20 | O=C(Nc1ccc(Cl)c([N+](=O)[O-])c1)c1ccc(NCCCN2CCOCC2)c([N+](=O)[O-])c1 | -60 | 1 | 4 | 1 | -16 | -8 | 4 | / | 1533 | / | 1.2
21 | CN(C)CCCN(C(=O)c1cc2ccccc2oc1=O)c1nc2ccc(F)cc2s1 | -6 | 0.9 | 5 | 1 | 8 | 6 | -4 | / | 1479 | 1 | 0.9
22 | COc1ccc(S(=O)(=O)NCc2ccccn2)cc1 | -2 | 1 | 5 | 1 | 6 | 7 | -2 | 0.97 | 1593 | / | 0.9
23 | NC(=O)CSc1nnc(-c2ccc(S(=O)(=O)N3CCCC3)cc2)n1CC1CCCO1 (centres undefined) | 6 | 0.9 | 0 | 0.9 | 18 | -9 | 6 | / | 1620 | -11 | 0.8
24 | O=[N+]([O-])c1ccc(/C=N/n2cnc3ccccc32)s1 | -4 | 1 | -6 | 0.9 | 13 | -4 | 0 | -0.23 | 1495 | 2 | 0.9
25 | CCN(CC)C(=O)Cn1nc(-c2ccccc2O)nc1SCC(=O)Nc1ccc(OC)cc1 | 9 | 0.9 | 4 | 1 | 1 | 12 | 7 | 0.25 | 1512 | -16 | 1
26 | O=C(CSc1cccc2cccnc12)N/N=C/c1cccnc1 | 3 | 1.1 | 27* | 1.1 | 22 | -2 | -2 | 0.37 | 2124* | 2 | 0.8
27 | CCC(=O)Nc1cccc(C(=O)OCc2cccc([N+](=O)[O-])c2)c1 | 3 | 1 | 10 | 1 | 14 | 9 | 6 | -1.2 | 1605 | 10 | 0.9
28 | Nc1ccc2nc(C(F)(F)F)[nH]c2c1 | 16 | 1 | 4 | 0.6 | 11 | 6 | -1 | 0.18 | 1458 | 1 | 0.9
29 | Nc1ccc(Sc2cnn(-c3ccccc3)c(=O)c2Cl)cc1 | -1 | 0.9 | 6 | 1 | 4 | -2 | 8 | / | 1527 | / | 1
30 | O=C(CSc1nc2c(cnn2-c2ccccc2)c(=O)[nH]1)N1N=C(c2cccs2)CC1c1ccc(F)cc1 (centres undefined) | 10 | 0.9 | 0 | 0.9 | 32 | 3 | 3 | 0.3 | 1391 | -1 | 0.7
31 | Cc1cccc(NC(=O)c2ccccc2O)c1C | 6 | 0.9 | 5 | 0.5 | 8 | 8 | 6 | -0.81 | 1530 | / | 0.9
32 | CN(CC(=O)Nc1ccccc1N1CCOCC1)CC(=O)Nc1ccc(F)c(F)c1F | -1 | 1 | 4 | 1 | 8 | 1 | 3 | -0.33 | 1715 | -4 | 0.9
33 | COCCN(C(=S)Nc1cc(C)cc(C)c1)C(C)c1cccnc1 (centres undefined) | 25 | 0.7 | -5 | 1 | 0 | -1 | 4 | -0.71 | 1536 | -14 | 1
34 | CCCCN(C(=O)NC(=O)Nc1nc2ccc(OC)cc2s1)S(C)(=O)=O | -1 | 0.9 | 8 | 1 | -2 | 10 | 1 | / | 1670 | / | 1
35 | O=C(O)CCn1c(-c2ccccc2)cc2ccccc21 | 21 | 1 | 6 | 0.9 | 8 | -1 | 2 | 0.69 | 1381 | -7 | 0.9
36 | CCCCCCCOc1ccc(-c2ccc(C#N)cn2)cc1 | -9 | 0.9 | -5 | 0.9 | 24 | -4 | 10 | 0.25 | 1589 | -1 | 0.8
37 | O=C1NN(c2ccc(F)cc2)C(=O)/C1=C/c1cccs1 | 12 | 1.1 | 6 | 1 | -18 | 4 | 7 | / | 1691 | 1 | 1.2
38 | O=C1CC(Nc2ccccc2)C(=O)N1c1ccc(N2CCOCC2)cc1 (centres undefined) | 0 | 1 | 10 | 1 | -6 | -3 | -1 | 0.69 | 1558 | -21 | 1.1
39 | Cc1ccc(CCNC(=O)C2CCN(S(=O)(=O)c3cccc4nsnc34)CC2)cc1 | 0 | 1 | -4 | 1 | 10 | -7 | -2 | / | 1524 | -14 | 0.9
40 | Cc1[nH]c(=O)[nH]c(=O)c1S(=O)(=O)N1CCCC1 | 7 | 1 | -2 | 1 | 10 | 3 | 0 | 0.92 | 1511 | / | 0.9
41 | CCOC(=O)c1c(/N=C/N(C)C)sc(C=O)c1-c1ccccc1 | 2 | 1.1 | 12 | 1 | 0 | 7 | 17 | 0.6 | 1826 | -20 | 1
42 | COc1ccc(-c2nnc(-c3cccnc3)o2)cc1 | 4 | 1.1 | 4 | 1 | 6 | -2 | -1 | / | 1712 | / | 0.9
43 | COc1ccc(-c2nc3c(n2O)CCCC3=O)cc1OC | -3 | 1 | 1 | 0.9 | 14 | -10 | 4 | 0.46 | 1516 | -23 | 0.9
44 | CCOC(=O)c1c(C)n(C)c2ccc(OC)c(NC(=O)CCN3CCSCC3)c12 | 2 | 1 | -8 | 1 | 10 | -8 | -5 | -0.0019 | 1458 | / | 0.9
45 | CS(=O)c1nc(-c2ccc(Br)cc2)cc(-c2ccccc2)c1C#N (centres undefined) | -3 | 0.9 | 5 | 0.9 | 24 | -4 | 2 | / | 1578 | -11 | 0.8

# A different layout for some results above.
# Below each compound – G6PDH CS, PMI activator, PPARg SRC-2 ag, PMI act satM6P, Diaph inh CS, PPARg SRC3 recr, PPARg SRC-1 ag, ROMK mod, TR-FRET SRC-2 ct, S1P3 antag, Diaph act CS
31) Cc1cccc(NC(=O)c2ccccc2O)c1C
→ 6, 0.9, 5, 0.5, 8, 8, 6, -0.81, 1530, /, 0.9
32) CN(CC(=O)Nc1ccccc1N1CCOCC1)CC(=O)Nc1ccc(F)c(F)c1F
→ -1, 1, 4, 1, 8, 1, 3, -0.33, 1715, -4, 0.9
33) COCCN(C(=S)Nc1cc(C)cc(C)c1)C(C)c1cccnc1 (centres undefined)
→ 25, 0.7, -5, 1, 0, -1, 4, -0.71, 1536, -14, 1
34) CCCCN(C(=O)NC(=O)Nc1nc2ccc(OC)cc2s1)S(C)(=O)=O
→ -1, 0.9, 8, 1, -2, 10, 1, /, 1670, /, 1
35) O=C(O)CCn1c(-c2ccccc2)cc2ccccc21
→ 21, 1, 6, 0.9, 8, -1, 2, 0.69, 1381, -7, 0.9
36) CCCCCCCOc1ccc(-c2ccc(C#N)cn2)cc1
→ -9, 0.9, -5, 0.9, 24, -4, 10, 0.25, 1589, -1, 0.8
37) O=C1NN(c2ccc(F)cc2)C(=O)/C1=C/c1cccs1
→ 12, 1.1, 6, 1, -18, 4, 7, /, 1691, 1, 1.2
38) O=C1CC(Nc2ccccc2)C(=O)N1c1ccc(N2CCOCC2)cc1 (centres undefined)
→ 0, 1, 10, 1, -6, -3, -1, 0.69, 1558, -21, 1.1
39) Cc1ccc(CCNC(=O)C2CCN(S(=O)(=O)c3cccc4nsnc34)CC2)cc1
→ 0, 1, -4, 1, 10, -7, -2, /, 1524, -14, 0.9
40) Cc1[nH]c(=O)[nH]c(=O)c1S(=O)(=O)N1CCCC1
→ 7, 1, -2, 1, 10, 3, 0, 0.92, 1511, /, 0.9
